Compound activity from PubChem BioAssay.
RAD54 inh: RAD54 (human) branch migration inhibition; 360,000 compounds, 0.14% hits; inhibition, % at 10.4 µM; Q92698; RAD54 Holliday junction branch migration, FAM/BHQ fluorescence;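 active = mean normalized replicate activity at least 40 and at least half of replicates scoring 40 or more; inconclusive = only one of the two criteria met; inactive = mean below 40 and under half of replicates reaching 40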;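 note: 0% = median of neutral control wells and 100% = median of positive control wells; inhibitors cause a drop in the FAM fluorescence signal; in these data hits start at about 50%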
Target sequence (Q92698 whole entry, looked up): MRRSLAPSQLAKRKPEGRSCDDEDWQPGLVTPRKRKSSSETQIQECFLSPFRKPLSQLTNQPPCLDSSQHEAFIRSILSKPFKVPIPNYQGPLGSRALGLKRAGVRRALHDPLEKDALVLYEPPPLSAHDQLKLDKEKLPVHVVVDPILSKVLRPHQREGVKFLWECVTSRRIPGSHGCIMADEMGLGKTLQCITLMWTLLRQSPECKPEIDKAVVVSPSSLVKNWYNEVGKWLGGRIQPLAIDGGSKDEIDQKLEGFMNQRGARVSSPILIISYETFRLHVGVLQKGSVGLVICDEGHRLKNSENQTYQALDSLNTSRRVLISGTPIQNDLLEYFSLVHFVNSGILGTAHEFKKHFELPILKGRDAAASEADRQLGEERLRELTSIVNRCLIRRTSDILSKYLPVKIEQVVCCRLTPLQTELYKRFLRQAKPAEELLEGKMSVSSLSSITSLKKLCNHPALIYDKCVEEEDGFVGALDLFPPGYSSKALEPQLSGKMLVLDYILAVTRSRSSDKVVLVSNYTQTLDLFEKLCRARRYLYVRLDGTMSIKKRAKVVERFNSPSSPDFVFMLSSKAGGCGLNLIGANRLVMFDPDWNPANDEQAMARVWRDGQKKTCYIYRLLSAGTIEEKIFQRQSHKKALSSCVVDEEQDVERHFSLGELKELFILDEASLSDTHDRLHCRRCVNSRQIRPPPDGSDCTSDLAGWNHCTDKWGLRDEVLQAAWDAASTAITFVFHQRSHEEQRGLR
Cneo AK release: Cryptococcus neoformans lysis via adenylate kinase release; 360,000 compounds, 0.2% hits; AID 651654; lysis activity, % at 15 µM; C. neoformans lysis, adenylate kinase release luminescence, 4 h; normalised: neutral wells 0, clomiphene wells 100;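 active = mean lysis activity across replicates of at least 80%, whatever share of replicates individually reach that level; inactive = mean lysis activity below 80%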
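read-out = cell lysis signal | test system = log-phase Cryptococcus neoformans yeast cells | input = cells at 5 × 10^6 per mL | medium = fresh YPD growth medium | signal = luminescent adenylate kinase detection reagent | timing = 4 h at 37 °C static, read 1 h later | dosing = single dose | controls = Clomiphene as positive lysis control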
ERAP1 inh: inhibitors of human ERAP1 aminopeptidase; inhibition, % at 10.7 µM; 340,000 compounds, 0.15% hits; Q9NZ08; recombinant ERAP1, Leu-AMC fluorescence, 60 min;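 active = mean replicate inhibition of at least 30%, or all replicates individually reaching that 30% level; inactive = mean below 30% and not every replicate reaching it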;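 note: 0% = neutral control wells and 100% = L-leucinethiol positive control wells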
PGC1a acetyl inh: PGC1a acetylation modulation, inhibitor mode; U2OS PGC1a acetylation, AlphaScreen anti-acetyl-lysine; with virally co-expressed GCN5 acetyltransferase; inhibition, % at 15.6 µM; 350,000 compounds, 0.17% hits; AID 651687;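 active = every replicate shows inhibition of at least 40%; inconclusive = mean inhibition at least 40% but some replicate below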;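 note: 0% = neutral control wells and 100% = positive control wells; some results beyond the cut were filed as inactive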
RAD52 inh: RAD52 (human) annealing inhibition. recombinant RAD52 DNA annealing, FRET fluorescence. AID 651710. P43351. 360,000 compounds, 0.46% hits. inhibition, % at 18.7 µM;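 active = every replicate showing at least 50% inhibition; inconclusive = mean inhibition at least 50% but not in every replicate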
PglD inh: inhibitors of Campylobacter jejuni PglD acetyltransferase. purified PglD enzyme, DTNB colorimetric CoA detection. inhibition, % at 12.5 µM. 360,000 compounds, 0.098% hits. AID 602405; in the data active = inhibition above about 16%, passing the limit was not always enough; inconclusive = no clear call, values can overlap the other calls; note: strong numbers were not always called active
miR122 inh: miR-122 inhibition in Huh7 cells; 340,000 compounds, 0.3% hits; Huh7 miR-122 Renilla luciferase sensor, 48 h; neutral wells = 0, positive control = 100; activation (reporter increase), % at 12.5 µM;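 active = mean replicate activation score at least 90 and every replicate individually at or above 90; inconclusive = only one of the two criteria met; inactive = neither criterion met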;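 note: higher luciferase means less miR-122 activity so hits act as miR-122 inhibitors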
E-selectin induc: E-selectin induction on HUVECs | HUVEC E-selectin immunofluorescence imaging; normalized: neutral wells 0, TNF-alpha wells 100 | activation, % at 7.58 µM | 260,000 compounds, 0.37% hits;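 active = mean E-selectin-positive cell signal at least 10% of the positive control, reached in at least 60% of replicates, without over 20% cell loss; inconclusive = no rule given, readout overlaps actives, possibly toxicity-flagged; inactive = the rest, including those meeting only one limit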;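 note: in these data hits start at about 27%; measured in HUVEC primary endothelial cells; signal is the percent of cells scored E-selectin positive by PE staining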
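Read-out basis: % PE-positive cells; Test system: HUVEC primary endothelial cells; Technique: immunofluorescence imaging; Dosing: single-point compound dose.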
Starred values were filed as active, the others as inactive; i = inactive; ? = inconclusive; · = not tested or not shown; [ ] = dose if it differs, or a comment. Rows are unselected; any-hit rate near 1.4%.

SMILES	RAD54 inh	Cneo AK release	ERAP1 inh	PGC1a acetyl inh	RAD52 inh	PglD inh	miR122 inh	E-selectin induc
O=C(c1ccc2c(c1)OCO2)N1CC2(C1)[C@H](c1ccccc1)[C@H](CO)N2C(=O)C1CCC1	·	·	2	-4	-9	·	·	0.3
CCC(Sc1nc2sc(C(=O)OC)c(C)c2c(=O)n1N)C(=O)NCC1CCCO1 (stereo not drawn)	4	3	·	10	·	-4	1	·
CCCNC(=O)N1[C@@H](C#N)[C@@H](c2ccccc2)[C@@H]1CO	13	53	2	6	6	-4	·	0.4
COc1ccc(NC(=O)N(C)C[C@@H]2Oc3ccc(NS(=O)(=O)c4cccs4)cc3C(=O)N([C@@H](C)CO)C[C@H]2C)cc1	-5	-1	0	29	-11	14	-2[16.7 µM]	-1.8
CCOC(=O)N1CCN(C(=O)CSc2nc3c(cnn3-c3ccc(Cl)cc3)c(=O)[nH]2)CC1	1	9	6	·	-15	0	·	0.4
COc1ccc(N2CCN(C(=O)Nc3ccccc3Cl)CC2)cc1	·	·	3	-3	-18	·	5	·
Nc1ccc(-n2nncc2-c2ccco2)cc1	-12	2	·	-15	·	1	·	·
COc1ccc(NC(=O)c2cc(NC(=O)C3CCCCC3C(=O)O)ccc2N2CCOCC2)cc1 (stereo not drawn)	-8	-1	-7	6	-13	-4	·	-0.3
COc1ccc(N=C2C=CC(=O)O2)cc1	0	-1	-1	-19	-5	1	5	-0.2
COCCNC(=O)C[C@@H]1C[C@@H]2c3cc(NS(=O)(=O)c4ccc(F)cc4)ccc3O[C@@H]2[C@H](CO)O1	-2	1	·	2	·	7	-5[16.7 µM]	-0.2
CCc1ccccc1Nc1nc(N)nc(COC(=O)CCC(=O)c2ccc(F)cc2)n1	-8	-1	2	1	-10	-4	-3	·
COc1ccc(-c2c(C)nn3c(Cl)c(C)c(C)nc23)cc1	-2	4	1	·	-2	-1	·	0.0
CN(CC(=O)Nc1ccc(Cl)c(S(=O)(=O)N(C)C)c1)Cc1ccccc1	-5	0	0	·	1	-1	·	·
C[C@H](NC(=O)c1ccco1)C(=O)N1CCN(c2ccc(C(F)(F)F)cn2)CC1	-4	0	2	2	-1	1	-8	-0.2
C[C@H](CO)N1C[C@H](C)[C@H](CN(C)S(=O)(=O)c2cccs2)Oc2ncc(/C=C/c3ccccc3)cc2C1=O	-4	54	-1	-1	9	12	·	0.1
Cc1ccc(-n2nnc3c(=O)n(Cc4ccccc4C)cnc32)cc1	6	-2	4	9	-2	-6	2	0.7
C[C@H](CO)N1C[C@H](C)[C@H](CN(C)C(=O)Nc2ccc(C(F)(F)F)cc2)Oc2c(NS(=O)(=O)c3ccc(Cl)cc3)cccc2C1=O	-2	-13	2	6	-31	4	55[16.7 µM]	1.4
CCn1ccnc1[C@@H]1C[C@H]2CN(Cc3cccc(Cl)c3)C(=O)[C@]23CCCN13	-3	-1	0	-4	-12	-4	-8	-0.1
Cc1ccc(-n2c3c(cc(C(=O)NCCCN4CCOCC4)c2=O)C(=O)CC(C)(C)C3)cc1	0	-2	-9	2	-11	-1	-2	-0.1
Cc1ccc(NS(=O)(=O)c2ccc(C(C)C)cc2)cc1S(=O)(=O)N1CCOCC1	-22	0	-1	-6	-15	·	65	-1.4
O=C(Nc1ccccc1F)N[C@@H]1CC[C@@H](CCNC(=O)C2CCCCC2)O[C@H]1CO	1	15	-2	-5	-8	2	13[16.7 µM]	0.0
C/C=C/c1ccc([C@H]2[C@@H](CO)N(C(=O)C3CCC3)C23CN(S(=O)(=O)CC)C3)cc1	·	·	0	-7	-10	·	·	0.2
Cc1cc(NC(=O)Cc2ccc(Br)cc2)no1	8	3	3	2	-5	-1	2	·
CC(=O)c1cccc(NC(=S)Nc2ccn(Cc3cccc4ccccc34)n2)c1	·	·	2	-2	-18	·	·	3.4
CCCCNC(=O)C1(C)CCCCN1C(=O)c1oc2ccccc2c1C (stereo not drawn)	-9	-2	1	-12	-8	0	0	0.0

(cont.)
SMILES	RAD54 inh	Cneo AK release	ERAP1 inh	PGC1a acetyl inh	RAD52 inh	PglD inh	miR122 inh	E-selectin induc
CC(=O)C[C@H]1c2cc(C(F)(F)F)ccc2S(=O)(=O)N1c1ccccc1	2	-1	9	4	-28	4	99*	-0.1
CCC(=O)Nc1ccc2c(c1)OC[C@@H](C)NC[C@H](C)[C@H](OC)CN(C)C2=O	1	5	0	·	-14	-3	1[16.7 µM]	-0.1
CCOc1ccc2ccccc2c1/C=N\NC(=O)OC	2	28	1	4	1	0	-6	·
Cc1cccc(C)c1NC(=O)COc1ccc2c(C)c(Cc3ccccc3)c(=O)oc2c1	9	3	0	·	-15	13	-7	·
O=C(CCCN1C(=O)c2ccccc2C1=O)Nc1nccs1	6	0	·	-3	·	-2	-5	·
CC(NC(=O)Cn1cc(C(=O)C2CC2)c2ccccc21)c1ccccc1 (stereo not drawn)	5	-2	·	3	·	6	-1	·
CCOc1ccc(S(=O)(=O)N/N=C(\C)c2ccc3c(c2)OCO3)cc1	-11	0	3	·	-9	4	·	·
COc1ccc(NS(=O)(=O)c2cccc3cccnc23)cc1Cl	-10	-2	-4	-22	-5	1	?	·
CN(C)CCCNC(=O)C[C@H]1CC[C@@H]2[C@@H](COc3ccc(NC(=O)C4CCC4)cc3C(=O)N2C)O1	0	-2	·	5	-3	1	27[16.7 µM]	0.2
O=C(C[C@@H]1CC[C@H](NC(=O)C2CCC2)[C@@H](CO)O1)NC1CCC1	0	-11	-2	-4	-10	-1	-12[16.7 µM]	-1.1
CCn1c(/C=C/c2ccccc2C)nc2ccccc2c1=O	-6	-1	4	1	0	0	14	-3.7
COc1cccc(NC2=C(NCCO)C(=O)c3ccccc3C2=O)c1	-11	-1	1	·	-7	0	-1	·
C[C@H](CO)N1C[C@H](C)[C@H](CN(C)S(=O)(=O)c2ccc(Cl)cc2)Oc2ccc(NC(=O)Nc3ccc(F)cc3)cc2C1=O	-1	38	1	-13	13	-2	-4[16.7 µM]	-0.1
CO[C@@H]1CN(C)C(=O)c2ccc(NC(=O)Nc3ccc(Cl)cc3)cc2OC[C@@H](C)N(C(=O)Nc2c(C)noc2C)C[C@H]1C	-6	11	3	-3	3	-1	·	1.0
CCCc1cc(=O)oc2cc(OCC(=O)Nc3ccccn3)ccc12	6	-1	3	1	-12	-4	-4	·
COc1ccc(Cl)cc1Nc1nc(NCCO)nc(N2CCCCC2)n1	2	1	2	·	4	3	·	-0.1
O=S(=O)(Nc1ccc2c(c1)nc1n2CCOC1)c1ccccc1	3	1	·	13	·	4	0	·
COc1cccc2oc(-c3ccco3)cc(=O)c12	11	9	·	-8	-18	2	26	0.3
COc1ccc2c3c([nH]c2c1)[C@@H](CO)N(S(C)(=O)=O)CC31CN(C(=O)Nc2ccccc2)C1	·	·	-1	8	14	·	·	0.4
CS(=O)(=O)c1cccc(C(=O)Nc2ccc(-c3nc4ccccc4[nH]3)cc2)c1	0	0	7	-17	-10	4	24	·
CC1c2cc3c(cc2CCN1C(=O)c1cccc(Cl)c1)OCCCO3 (stereo not drawn)	21	1	5	9	-37	2	-1	·
Cc1nn(C(=O)Cn2ccc([N+](=O)[O-])n2)c(C)c1Br	0	0	-3	-1	0	4	-2	·
O=S(=O)(/C=C/c1ccccc1)N1CCN(c2ccccc2)CC1	-9	-1	·	5	·	-1	0	·
COc1ccc(S(=O)(=O)N(C)C[C@@H]2OCCCC[C@@H](C)Oc3ccc(NC(=O)Nc4ccc(F)cc4)cc3C(=O)N([C@@H](C)CO)C[C@@H]2C)cc1	3	-5	0	-8	4	-1	-1[16.7 µM]	0.1
C[C@@H]1CN([C@H](C)CO)C(=O)c2cccc(NC(=O)Nc3ccc(C(F)(F)F)cc3)c2O[C@@H]1CN(C)Cc1ccc(Oc2ccccc2)cc1	-1	3	-4	22	-25	-1	4[16.7 µM]	·

Continued.
SMILES	RAD54 inh	Cneo AK release	ERAP1 inh	PGC1a acetyl inh	RAD52 inh	PglD inh	miR122 inh	E-selectin induc
O=c1[nH]cc(-c2ccccc2)c(=O)[nH]1	-13	6	1	36	-11	11	·	0.2
O=C(CSc1nnnn1-c1ccccc1)Nc1nsc(-c2ccccc2)n1	5	3	·	5	·	1	0	·
CCn1c(=S)sc2c(=O)n(CC(=O)Nc3ccccc3OC)c(C)nc21	·	·	-1	-7	-8	·	1	·
COc1ccccc1/C=N/NC(=O)NC12CC3CC(CC(C3)C1)C2	4	1	1	4	0	6	-5	·
O=C(Oc1ccc(-c2cnc3ccccc3n2)cc1)c1cc([N+](=O)[O-])ccc1Cl	5	2	·	15	·	1	-3	·
CC(=O)Nc1ccc(C(=O)N2CCOCC2c2cc(C(=O)NCc3ccccc3)no2)cc1 (stereo not drawn)	-4	2	-2	3	-3	·	-1	-0.1
C[C@@H]1CCCCO[C@@H](CN(C)C(=O)CCC(F)(F)F)[C@@H](C)CN([C@@H](C)CO)C(=O)c2cc(NS(=O)(=O)c3cn(C)cn3)ccc2O1	-1	-3	0	-21	3	2	-2[16.7 µM]	0.0
Cc1ccc(C2N(c3ccc(Cl)cc3)C(=O)N3CCCN23)cc1 (stereo not drawn)	-18	-4	·	-13	-10	-8	-15	0.2
CCN(C(=O)CSc1nnnn1-c1ccccc1OC)C1CCS(=O)(=O)C1 (stereo not drawn)	16	-1	1	·	3	-4	·	-0.2
C=CCNC(=O)[C@@H]1[C@H]2C(=O)O[C@H](c3ccccc3)[C@H](c3ccccc3)N2[C@H](c2ccc(OCCO)cc2)[C@@]12C(=O)Nc1ccc(C#Cc3ccc(OC)cc3)cc12	-4	4	-3	-6	9	-3	·	·
CN(c1ccc(Cl)cc1)c1cc2c(c3c1ccn3C)C1CCC2C1 (stereo not drawn)	-5	0	1	-13	-3	-4	7	0.6
CS(=O)(=O)N(CC(=O)N1CCCCCC1)Cc1ccc(Cl)cc1	1	1	·	-22	·	0	-2	·
COc1ccc(NC(=O)N[C@H]2CC[C@@H](CCn3cc(-c4ccc(F)cc4)nn3)O[C@H]2CO)cc1	-1	0	-5	5	12	9	·	0.0
Cc1cccn2c(=O)c3cc(C(=O)NCC4CCCO4)c(=N)n(C4CCCC4)c3nc12 (stereo not drawn)	18	0	i	8	-27	-2	5	·
Cn1c(C(C(=O)NCC2CCCO2)N(CCc2ccccc2)C(=O)Cn2nnc3ccccc32)nc2ccccc21 (stereo not drawn)	1	-1	-2	3	0	2	-7	1.8
CC1(Oc2ccc(F)cc2)CCN(Cc2ccccc2OC(F)F)C1 (stereo not drawn)	-1	-1	-2	-11	-14	-5	2	0.1
CCN(c1ccc(C)c(C)c1)S(=O)(=O)c1c(C)[nH]c(=O)[nH]c1=O	-2	3	·	0	·	4	-3	·
Cn1c(SCC(=O)N2c3ccccc3Sc3ccccc32)nnc1-c1ccco1	-2	3	·	-5	·	2	9	·
CCC(C)(C(=O)NC1CCCCC1)N(Cc1ccco1)C(=O)Cc1cccs1 (stereo not drawn)	-12	-1	·	-9	·	-2	6	·
CCOC(=O)N1CCN(C(=O)c2ccc(N(Cc3ccccc3)S(C)(=O)=O)cc2)CC1	-2	-1	·	·	·	-3	1	·

Limited to miR122 inh and PglD inh, for two of the compounds above:
smiles | miR122 inh | PglD inh
COc1cccc(NC2=C(NCCO)C(=O)c3ccccc3C2=O)c1 | -1 | 0
C[C@H](CO)N1C[C@H](C)[C@H](CN(C)S(=O)(=O)c2ccc(Cl)cc2)Oc2ccc(NC(=O)Nc3ccc(F)cc3)cc2C1=O | -4[16.7 µM] | -2
